TcdB inh = TcdB glycohydrolase inhibition; TcdB glycohydrolase enzymatic assay, plate reader; inhibition, % at 9.99 µM; 350,000 compounds, 0.24% hits; P18177; AID 652162; in the data active means inhibition above about 10%
Starred values were filed as active, the others as inactive. A portion of the library; count on the stated rates, not on these rows.

SMILES	TcdB inh
C[C@@H]1CN([C@@H](C)CO)C(=O)Cc2cc(NC(=O)Nc3cccc4ccccc34)ccc2O[C@@H]1CN(C)Cc1ccc(C(=O)Nc2ccccc2N)cc1	0.8
C[C@H](CO)N1C[C@H](C)[C@H](CN(C)C(=O)C2CCCCC2)Oc2ncc(C3=CCCC3)cc2C1=O	-0.8
Cc1cccc(-c2ccc([C@H]3[C@@H](CO)N4CCCCN(S(=O)(=O)c5cn(C)cn5)C[C@@H]34)cc2)c1	0.0
CCCNC(=O)N[C@H]1C=C[C@@H](CC(=O)NC2CCCCC2)O[C@H]1CO	0.3
CN(C)CC(=O)N[C@H]1CC[C@H](CC(=O)NCCN2CCCCC2)O[C@@H]1CO	-3.1
C[C@@H]1CN([C@@H](C)CO)S(=O)(=O)c2ccc(Br)cc2O[C@@H]1CN(C)Cc1cncnc1	-0.5
C[C@H]1CN([C@@H](C)CO)C(=O)c2cccc(NC(=O)Nc3ccc(C(F)(F)F)cc3)c2O[C@H]1CN(C)C(=O)NC1CCCCC1	-1.1
COc1cccc(C(=O)Nc2ccc3c(c2)C(=O)N(C)C[C@H](OC)[C@@H](C)CN(C)[C@@H](C)CO3)c1	0.2
Cc1noc(C)c1NC(=O)N(C)C[C@H]1Oc2ccc(NC(=O)c3ccncc3)cc2C(=O)N([C@H](C)CO)C[C@H]1C	0.1
CCN1[C@@H]2c3ccc(-c4ccc(F)cc4)c(=O)n3C[C@@H]2[C@@H](CO)[C@@H]1C(=O)NC1CCC1	-10.8
C/C=C/c1cnc2c(c1)C(=O)N([C@H](C)CO)C[C@@H](C)[C@H](CN(C)C(=O)NC1CCCCC1)O2	-1.3
CCCNC(=O)N1C[C@@H]2[C@H](c3ccccc31)[C@@H](CO)N2Cc1ccc2c(c1)OCO2	0.2
CC(C)C#Cc1cnc2c(c1)C(=O)N([C@H](C)CO)C[C@H](C)[C@H](CN(C)C(=O)CN1CCOCC1)O2	-0.3
COc1ccc(S(=O)(=O)N2CC[C@@H]3[C@H](CO)Nc4ccc(C#Cc5cccc(OC)c5)cc4[C@@H]32)cc1	1.1
O=C(C[C@H]1CC[C@@H]2[C@H](COC[C@H](O)CN2Cc2cc(F)ccc2F)O1)NCc1ccccc1	-1.0
COc1cccc(S(=O)(=O)N(C)C[C@@H]2Oc3ncc(-c4cccc(C(=O)N(C)C)c4)cc3C(=O)N([C@@H](C)CO)C[C@H]2C)c1	0.3
N#C[C@@H]1[C@@H](c2ccccc2)[C@H](CO)N1S(=O)(=O)c1cccc(F)c1	-1.2
O=C(NC[C@@H]1CC[C@@H]2[C@@H](CN2Cc2cccc(Cl)c2)O1)C1CC1	-1.1
COc1ccc(CN(C)C[C@@H]2Oc3ccc(NC(=O)Nc4ccccc4)cc3CC(=O)N([C@@H](C)CO)C[C@@H]2C)cc1	-0.4
C[C@@H]1CCCCO[C@@H](CN(C)S(=O)(=O)c2cccs2)[C@@H](C)CN([C@@H](C)CO)C(=O)c2cc(NC(=O)Nc3ccc(F)cc3)ccc2O1	-3.0
COc1cccc(-c2cn(CC[C@H]3CC[C@H](NS(=O)(=O)Cc4ccccc4)[C@@H](CO)O3)nn2)c1	1.1
COc1ccc(S(=O)(=O)N[C@H]2CC[C@@H](CC(=O)NCCc3ccccc3)O[C@H]2CO)cc1	0.1
CO[C@H](CN(C)C(=O)C1CCOCC1)[C@H](C)CN([C@H](C)CO)S(=O)(=O)c1ccccc1	0.2
COc1ccccc1C#Cc1ccc([C@H]2[C@H](CO)N3CCCCN(C(=O)C4CC4)C[C@@H]23)cc1	-1.1
COc1ccc(S(=O)(=O)N(C)C[C@@H]2OCCCC[C@H](C)Oc3ccc(NC(=O)Nc4ccc(F)cc4)cc3C(=O)N([C@H](C)CO)C[C@@H]2C)cc1	0.0

New compounds follow.
SMILES	TcdB inh
C[C@@H]1CN([C@@H](C)CO)C(=O)c2cccc(NC(=O)C3CCOCC3)c2O[C@@H]1CN(C)S(C)(=O)=O	-0.8
CC=Cc1ccc2n(c1=O)C[C@@H]1[C@@H](CO)[C@H](C(=O)NCCC)[C@H]2N1Cc1cccnc1 (mixture of isomers)	-0.8
CN1C(=O)c2cc(NS(=O)(=O)c3ccc(F)cc3)ccc2OC[C@@H]2O[C@H](CC(=O)O)CC[C@H]21	1.2
CC(C)NC(=O)Nc1ccc2c(c1)C(=O)N(C)[C@H]1CC[C@H](CC(=O)NCC3CCCCC3)O[C@H]1CO2	-0.7
O=C1CN(Cc2ccccc2)C[C@@H]2[C@@H](c3ccc(-c4ccccc4F)cc3)[C@@H](CO)N12	-0.5
C[C@@H]1CN([C@H](C)CO)C(=O)c2cc(NS(=O)(=O)c3ccc(F)cc3)ccc2O[C@@H]1CN(C)Cc1ccc(C(=O)O)cc1	-1.0
COc1ccccc1-c1cnc2c(c1)C(=O)N([C@H](C)CO)C[C@@H](C)[C@H](CN(C)Cc1ccc(C(=O)O)cc1)O2	-4.0
CC(C)NC(=O)N1C[C@H]2[C@@H](c3ccccc31)[C@@H](CO)N2C(=O)c1ccncc1	-1.0
O=C(C[C@H]1C=C[C@H](NC(=O)c2cccnc2)[C@H](CO)O1)NCc1ccc(Cl)c(Cl)c1	0.1
COc1ccc(S(=O)(=O)Nc2ccc3c(c2)C(=O)N([C@@H](C)CO)C[C@H](C)[C@@H](CN(C)S(=O)(=O)c2cccs2)O3)cc1	0.7
Cc1ccc(S(=O)(=O)NCC[C@H]2CC[C@H](NC(=O)Nc3cccc(F)c3)[C@H](CO)O2)cc1	0.5
C[C@H](CO)N1C[C@H](C)[C@H](CN(C)C(=O)Nc2ccccc2)Oc2ccc(NS(=O)(=O)c3cn(C)cn3)cc2C1=O	-0.5
Cc1ccc(S(=O)(=O)N(C)C[C@@H]2Oc3ccc(NC(=O)C4CCCCC4)cc3CC(=O)N([C@@H](C)CO)C[C@@H]2C)cc1	-0.1
CN(C)c1ccc2c(c1)[C@@H]1C[C@H](CC(=O)NCc3ccc(Oc4ccccc4)cc3)O[C@@H](CO)[C@@H]1O2	-35.9
C[C@@H]1CCCCO[C@@H](CN(C)C(=O)Nc2ccc(C(F)(F)F)cc2)[C@H](C)CN([C@H](C)CO)C(=O)c2cc(NS(=O)(=O)c3cccs3)ccc2O1	-0.6
O=C(C1CCCC1)N1CC2(C1)[C@H](c1ccccc1)[C@H](CO)N2CC1CCCC1	-7.6
Cn1cnc(CCNC(=O)C[C@H]2CC[C@@H]3[C@H](COC[C@@H](O)CN3C(=O)Nc3ccc(F)cc3)O2)c1	-0.5
C[C@@H]1CN([C@H](C)CO)C(=O)c2cc(NC(=O)C3CC3)ccc2O[C@H]1CN(C)Cc1ccc2c(c1)OCO2	0.0
COc1ccc(NC(=O)Nc2ccc3c(c2)CC(=O)N([C@@H](C)CO)C[C@H](C)[C@H](CN(C)S(=O)(=O)c2c(C)noc2C)O3)cc1	-1.3
C[C@H]1CN([C@@H](C)CO)C(=O)Cc2cc(NS(=O)(=O)c3ccc(F)cc3)ccc2O[C@@H]1CN(C)Cc1ccc(C(=O)O)cc1	0.5
CC(=O)N(C)C[C@H]1Oc2ncc(-c3cccc(C#N)c3)cc2C(=O)N([C@H](C)CO)C[C@@H]1C	0.6
Cc1ccc(S(=O)(=O)N(C)C[C@H]2Oc3ccc(NC(=O)Nc4ccccc4)cc3C(=O)N([C@@H](C)CO)C[C@H]2C)cc1	-2.4
CO[C@H]1CC[C@@H]2CCOc3ccc(C#N)cc3C(=O)N(C)C[C@H](OC)[C@@H](C)C(=O)N(C)C[C@@H]1O2	-0.1
COc1ccc2c3c(n(C)c2c1)[C@H](CO)N(C(C)=O)CC31CN(Cc2ccccc2OC)C1	0.1
C[C@@H]1CN([C@H](C)CO)C(=O)c2cc(NS(=O)(=O)c3ccccc3)ccc2O[C@H]1CN(C)C	0.3

A draw from above in order of molar mass, high to low:
SMILES	TcdB inh
C[C@@H]1CCCCO[C@@H](CN(C)S(=O)(=O)c2cccs2)[C@@H](C)CN([C@@H](C)CO)C(=O)c2cc(NC(=O)Nc3ccc(F)cc3)ccc2O1	-3.0
COc1cccc(-c2cn(CC[C@H]3CC[C@H](NS(=O)(=O)Cc4ccccc4)[C@@H](CO)O3)nn2)c1	1.1
O=C1CN(Cc2ccccc2)C[C@@H]2[C@@H](c3ccc(-c4ccccc4F)cc3)[C@@H](CO)N12	-0.5
CC(C)NC(=O)N1C[C@H]2[C@@H](c3ccccc31)[C@@H](CO)N2C(=O)c1ccncc1	-1.0

Compounds above containing a COOH group, in the order listed:
SMILES	TcdB inh
CN1C(=O)c2cc(NS(=O)(=O)c3ccc(F)cc3)ccc2OC[C@@H]2O[C@H](CC(=O)O)CC[C@H]21	1.2
C[C@@H]1CN([C@H](C)CO)C(=O)c2cc(NS(=O)(=O)c3ccc(F)cc3)ccc2O[C@@H]1CN(C)Cc1ccc(C(=O)O)cc1	-1.0
COc1ccccc1-c1cnc2c(c1)C(=O)N([C@H](C)CO)C[C@@H](C)[C@H](CN(C)Cc1ccc(C(=O)O)cc1)O2	-4.0
C[C@H]1CN([C@@H](C)CO)C(=O)Cc2cc(NS(=O)(=O)c3ccc(F)cc3)ccc2O[C@@H]1CN(C)Cc1ccc(C(=O)O)cc1	0.5

(continued)
SMILES	TcdB inh
C[C@@H]1CN([C@H](C)CO)S(=O)(=O)c2ccc(C#C[C@@H](C)O)cc2O[C@@H]1CN(C)C(=O)C1CCC1	-8.2
C[C@H]1CN([C@@H](C)CO)C(=O)c2cc(C#CC3(O)CCCC3)cnc2O[C@H]1CN(C)C(=O)Cc1ccncc1	0.6
C[C@H](O)C#Cc1ccc2c(c1)O[C@@H](CN(C)Cc1ccncc1)[C@H](C)CN([C@H](C)CO)S2(=O)=O	-0.4
C[C@@H]1CN([C@@H](C)CO)C(=O)c2cc(C3=CCCC3)cnc2O[C@@H]1CN(C)C(=O)c1ccncc1	-0.3
COc1ccc(-c2cnc3c(c2)C(=O)N([C@H](C)CO)C[C@H](C)[C@H](CN(C)S(=O)(=O)c2cccc(F)c2)O3)cc1	-1.5
CCCNC(=O)N1[C@H](CO)[C@@H]2c3ccccc3N(C(=O)C3CC3)C[C@@H]21	-0.3
O=C(C[C@@H]1CC[C@H](NS(=O)(=O)c2ccc(F)cc2)[C@@H](CO)O1)NCCN1CCCCC1	-0.8
C[C@H](CO)N1C[C@H](C)[C@@H](CN(C)Cc2ccccn2)Oc2ncc(-c3ccc(C#N)cc3)cc2C1=O	-1.0
CC=Cc1ccc2n(c1=O)C[C@H]1[C@H](CO)[C@@H](C(=O)NCCc3cn(C)cn3)[C@@H]2N1C(=O)CC1CC1 (mixture of isomers)	-1.7
CC(C)NC(=O)N1CC[C@@H]2[C@@H](CO)N(C)c3ccc(Br)cc3[C@@H]21	0.2
CCC(=O)Nc1ccc2c(c1)OC[C@@H](C)N(Cc1ccccn1)C[C@H](C)[C@@H](OC)CN(C)C2=O	0.4
O=C(NCC[C@H]1CC[C@H](NS(=O)(=O)c2cccc(Cl)c2)[C@@H](CO)O1)c1cnccn1	-11.4
COc1ccccc1NC(=O)N1CC(=O)N2[C@H](CO)[C@@H](c3ccc(C#Cc4ccc(F)cc4)cc3)[C@H]2C1	0.5
O=C(NCC[C@@H]1CC[C@@H](NC(=O)C2CCC2)[C@@H](CO)O1)c1ccc(F)cc1	-0.1
CO[C@@H]1CN(C)C(=O)c2ccc(NC(=O)Nc3ccc4c(c3)OCO4)cc2OC[C@H](C)NC[C@@H]1C	-0.3
CC(C)NC(=O)Nc1cccc2c1O[C@@H](CN(C)Cc1ccc(C(F)(F)F)cc1)[C@@H](C)CN([C@@H](C)CO)C2=O	0.5
CO[C@H](CN(C)C(=O)c1cc(Cl)cc(Cl)c1)[C@@H](C)CN(C(=O)Nc1ccc(F)cc1)[C@H](C)CO	1.5
Cc1noc(C)c1NC(=O)Nc1ccc2c(c1)CC(=O)N([C@H](C)CO)C[C@@H](C)[C@@H](CN(C)Cc1ccc(-c3ccccc3)cc1)O2	-0.3
C[C@@H]1CN([C@H](C)CO)C(=O)c2cc(NS(=O)(=O)c3ccc(F)cc3)ccc2O[C@@H]1CN(C)S(=O)(=O)c1cn(C)cn1	-1.0
C[C@H](CO)N1C[C@H](C)[C@H](CN(C)Cc2ccc(C(F)(F)F)cc2)Oc2c(NC(=O)c3nc4ccccc4s3)cccc2C1=O	-0.5
C[C@@H]1CN([C@@H](C)CO)C(=O)c2cc(NS(=O)(=O)c3ccc(Cl)cc3)ccc2O[C@@H](C)CCCCO[C@@H]1CN(C)Cc1ccncc1	0.2
C[C@H](CO)N1C[C@H](C)[C@@H](CN(C)S(=O)(=O)c2ccccc2F)Oc2cc(C#Cc3ccccc3)ccc2S1(=O)=O	-1.0
O=C(Cc1ccccc1)N1CCCCN2[C@@H](CO)[C@H](c3ccc(-c4ccccc4)cc3)[C@@H]2C1	-0.3
O=C(C[C@@H]1C[C@@H]2c3cc(NC(=O)C4CCOCC4)ccc3O[C@@H]2[C@@H](CO)O1)NC1CCCC1	0.1
COc1ccc2c3c(n(C)c2c1)[C@@H](CO)N(Cc1ccncc1)CC31CCN(C(=O)C2CCC2)CC1	0.3

Going on with the list:
SMILES	TcdB inh
O=C(C[C@H]1C=C[C@H](NC(=O)Nc2cccc(F)c2)[C@@H](CO)O1)NCC1CCCCC1	0.1
C[C@H]1CN([C@@H](C)CO)C(=O)c2cc(C#Cc3cccnc3)cnc2O[C@@H]1CN(C)S(=O)(=O)c1ccccc1F	0.5
Cc1ccc(S(=O)(=O)Nc2ccc3c(c2)C(=O)N([C@@H](C)CO)C[C@H](C)[C@@H](CN(C)CC2CCCCC2)O3)cc1	0.4
CC(C)CC#Cc1ccc2c(c1)O[C@@H](CN(C)C(=O)Nc1ccccc1)[C@H](C)CN([C@@H](C)CO)S2(=O)=O	-0.6
C[C@H](CO)N1C[C@H](C)[C@H](CN(C)Cc2ccc(C(=O)Nc3ccccc3N)cc2)Oc2ccc(NS(C)(=O)=O)cc2C1=O	-1.2
O=C(c1cccnc1)N1CC2(C1)[C@@H](c1ccccc1)[C@@H](CO)N2Cc1cccnc1	0.1
COc1ccc(CN(C)C[C@H]2Oc3c(NC(=O)c4ccncc4)cccc3C(=O)N([C@@H](C)CO)C[C@@H]2C)cc1	-2.2

Screening data from PubChem.
